High-throughput results deposited in PubChem BioAssay by Sanford-Burnham Center for Chemical Genomics.
PfG6PD inh: PfG6PD enzyme inhibitors, primary screen, biochemical, fluorescence intensity, uHTS. glucose-6-phosphate dehydrogenase-6-phosphogluconolactonase (Plasmodium falciparum 3D7). 350,000 tested, 0.78% active. inhibition, % at 20 µM. AID 504690, 2011. PfGluPho enzyme, NADPH resazurin-diaphorase fluorescence;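 active = inhibition reaching at least a set limit at 20 µM in the primary screen, cut at about 59% in these data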;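 also: 0% = DMSO wells with substrate and 100% = DMSO wells lacking glucose-6-phosphate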
SENP6 inh: SENP6 protease inhibitors, primary screen, biochemical, luminescence, uHTS. inhibition, % at 10 µM. Recombinant SENP6 catalytic domain, aminoluciferin luminescence. Sentrin-specific protease 6 (Homo sapiens), Q9GZR1. 330,000 tested, 1.8% active. AID 2599, 2010;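 active = inhibition above about 50% at the single tested dose, limit read from the data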;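 also: plate controls were DMSO wells with enzyme for no effect and DMSO wells lacking enzyme for full effect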
Target sequence (Q9GZR1 628-1112 limits assumed): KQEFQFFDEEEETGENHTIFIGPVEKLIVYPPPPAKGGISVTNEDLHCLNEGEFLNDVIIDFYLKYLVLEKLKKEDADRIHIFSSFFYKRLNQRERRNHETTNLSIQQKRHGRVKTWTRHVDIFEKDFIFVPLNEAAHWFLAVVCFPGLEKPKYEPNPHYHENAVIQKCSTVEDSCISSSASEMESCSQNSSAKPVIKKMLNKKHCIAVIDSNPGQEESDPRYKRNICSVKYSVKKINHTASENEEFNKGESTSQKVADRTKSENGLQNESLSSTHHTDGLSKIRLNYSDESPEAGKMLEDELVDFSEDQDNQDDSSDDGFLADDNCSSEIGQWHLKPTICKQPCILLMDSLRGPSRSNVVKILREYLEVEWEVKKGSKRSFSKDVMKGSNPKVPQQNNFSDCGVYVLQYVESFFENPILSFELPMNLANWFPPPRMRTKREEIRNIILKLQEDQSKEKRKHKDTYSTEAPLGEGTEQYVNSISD
SENP8 block-1: SENP8 protease inhibitors, primary screen, biochemical, luminescence. Sentrin-specific protease 8 (Homo sapiens), Q96LD8. purified SENP8, Z-RLRGG-aminoluciferin cleavage. inhibition, % at 10 µM. 330,000 tested, 1.2% active. AID 2540, 2010; in the data active = inhibition above about 50%
SENP1 inh: human SENP1 catalytic domain inhibitors, primary screen, biochemical, FRET, uHTS; 360,000 tested, 0.21% active; recombinant SENP1 catalytic domain, CyPet-SUMO1-YPet FRET cleavage; inhibition, % at 10 µM;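 active = inhibition at least 30% at 10 µM, raw YFP signal under a set limit, fluorescence ratio 0.5 to 1.5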;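 also: 0% = enzyme with DMSO and 100% = no enzyme wells; some results filed as inactive read as strong as hits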
Target sequence (Q9P0U3 419-644 limits assumed): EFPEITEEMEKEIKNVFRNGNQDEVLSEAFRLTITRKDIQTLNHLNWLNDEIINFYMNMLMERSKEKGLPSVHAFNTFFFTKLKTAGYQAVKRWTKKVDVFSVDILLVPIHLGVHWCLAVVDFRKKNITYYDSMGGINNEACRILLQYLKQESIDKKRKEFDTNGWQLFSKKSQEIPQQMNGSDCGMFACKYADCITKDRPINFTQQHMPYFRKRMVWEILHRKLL
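Material: hSENP1 catalytic domain, recombinant; medium: Tris pH 8 with BME, BSA, NP40 and catalase; compound: single concentration of 10 µM compound, 0.5% DMSO final; technique: FRET read of cyan and yellow fluorescence; timing: 50 min enzyme reaction, room temperature, light-protected; reagent: SFCypet-SUMO1-SFYpet substrate at 25 nM; control set: no-enzyme low, enzyme-DMSO high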
HKDC1 inh: HKDC1 hexokinase inhibitors, primary screen, biochemical, fluorescence, uHTS | inhibition, % at 20 µM | recombinant HKDC1, G6PDH/diaphorase resazurin coupled fluorescence | AID 493160, 2011 | 340,000 tested, 0.16% active | Q2TB90;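 active = inhibition above about 35% when tested at 20 µM, limit read from the data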;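 also: plate controls were DMSO wells with enzyme for no effect and DMSO wells lacking enzyme for full effect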
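Test system: HK5 enzyme. Quantity: 5 µg/mL HK5 final. Reagent: glucose and ATP substrates. Schedule: 90 min reaction incubation at room temperature, dark. Technique: resazurin-to-resorufin fluorescence via G6PDH and diaphorase coupling, 525/613 nm. Control set: DMSO wells with and without enzyme mix.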
SENP7 block: SENP7 protease inhibitors, primary screen, biochemical, luminescence, uHTS. Sentrin-specific protease 7 (Homo sapiens), Q9BQF6. recombinant SENP7, Z-RLRGG-aminoluciferin luminescence, 40 min. inhibition, % at 5 µM. 330,000 tested, 1.5% active. AID 434973, 2010;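 active = inhibition above about 50% at the single test dose, limit read from the data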;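 also: plate controls were DMSO with enzyme for no effect and no enzyme buffer wells for full effect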
Target sequence (Q9BQF6 706-1050 limits assumed): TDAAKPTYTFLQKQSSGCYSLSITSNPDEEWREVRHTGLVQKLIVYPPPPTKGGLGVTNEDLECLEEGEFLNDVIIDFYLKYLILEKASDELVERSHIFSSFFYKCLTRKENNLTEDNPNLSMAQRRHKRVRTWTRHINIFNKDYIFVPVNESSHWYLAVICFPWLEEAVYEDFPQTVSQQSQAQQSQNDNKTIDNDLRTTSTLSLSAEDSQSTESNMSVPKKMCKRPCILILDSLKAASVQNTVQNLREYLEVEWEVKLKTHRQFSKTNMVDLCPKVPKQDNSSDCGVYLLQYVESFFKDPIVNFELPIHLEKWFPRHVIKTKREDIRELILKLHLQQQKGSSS
Apaf-1 inh: inhibitors of human Apaf-1 apoptosome, primary screen, biochemical, DEVD-Rh110 fluorescence, uHTS; reconstituted apoptosome caspase-3 activity; 330,000 tested, 0.71% active; inhibition, % at 20 µM; AID 489030, 2010; active = inhibition of at least 40% at 20 µM;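 also: plate controls were DMSO wells for no effect and DEVD-CHO caspase inhibitor wells for full effect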
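Material: reconstituted apoptosome with Apaf-1, cytochrome c, caspase-9, procaspase-3, dATP. Technique: Rh110 fluorescence intensity. Buffer or medium: pH 7.5 Hepes buffer with CHAPS, BSA, DTT. Times: 30 min plus 50 min, RT.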
SENP8 block-2: human SENP8 protease inhibitors, primary screen, biochemical, fluorescence, Nedd8 protein substrate, uHTS; Sentrin-specific protease 8 (Homo sapiens), Q96LD8; recombinant SENP8; inhibition, % at 20 µM; 360,000 tested, 0.64% active; AID 602440, 2012; in the data active = inhibition mostly above about 40%, no sharp cut-off; inactive = mostly below about 27%
Numbers without * were called inactive.

For COc1ccc(S(=O)(=O)N2CCC(C(=O)NCCCN3CCOCC3)CC2)cc1 the results were PfG6PD inh -1, SENP6 inh -4, SENP8 block-1 4, SENP1 inh 1, HKDC1 inh -3, SENP7 block -3, Apaf-1 inh -2 and SENP8 block-2 6.
`CCSc1nc2ccccc2n1Cc1ccccc1F` gave PfG6PD inh -13, SENP6 inh -15, SENP8 block-1 -8, SENP1 inh -2, HKDC1 inh 2, SENP7 block -3, Apaf-1 inh 14 and SENP8 block-2 19.
Cc1ccc(NC(=O)CCC(=O)NCCO)cc1 was read as PfG6PD inh -3, SENP6 inh -14, SENP8 block-1 -6, SENP1 inh 0, HKDC1 inh 0, SENP7 block -3, Apaf-1 inh -3 and SENP8 block-2 4.
C[n+]1c(-c2ccccc2)sc([S-])c1-c1ccccc1 was read as PfG6PD inh 41, SENP6 inh -10, SENP8 block-1 -8, SENP1 inh -17, HKDC1 inh -2, SENP7 block -8, Apaf-1 inh 8 and SENP8 block-2 12.
`NC(=O)C1CCN(c2nc(-c3ccccc3N)cs2)CC1` gave PfG6PD inh 15, SENP6 inh 6, SENP8 block-1 -9, SENP1 inh 2, HKDC1 inh -3, SENP7 block 1, Apaf-1 inh 9 and SENP8 block-2 35.
Screening COc1ccccc1NC(=O)c1nc(S(=O)(=O)Cc2ccccc2)ncc1Cl returned PfG6PD inh 20, SENP6 inh -3, SENP8 block-1 7, SENP1 inh -1, HKDC1 inh 4, SENP7 block 6, Apaf-1 inh -12 and SENP8 block-2 23.
Screening CC(OC(=O)CN1C(=O)NC2(CCCC2)C1=O)C(=O)c1ccccc1 (stereo unspecified) returned PfG6PD inh -20, SENP6 inh -9, SENP8 block-1 -3, SENP1 inh 1, HKDC1 inh 0, SENP7 block -6, Apaf-1 inh 6 and SENP8 block-2 3.
COc1ccc(NC(=O)CCSCCC(=O)Nc2ccc(OC)cc2OC)c(OC)c1 was read as PfG6PD inh 17, SENP6 inh -18, SENP8 block-1 -3, SENP1 inh -2, HKDC1 inh -1, SENP7 block -1, Apaf-1 inh 6 and SENP8 block-2 9.
COC(=O)[C@@H]1OC(=O)[C@H]2O[C@@]23[C@@]1(C)CC[C@@H]1[C@@]2(C)C=CC(=O)OC(C)(C)[C@@H]2CC(=O)[C@]13C was read as PfG6PD inh 4, SENP6 inh -8, SENP8 block-1 12, SENP1 inh 1, HKDC1 inh -4, SENP7 block -6, Apaf-1 inh -4 and SENP8 block-2 10.
COc1ccc(NS(=O)(=O)c2cccc(C(=O)NCC3(N4CCCCC4)CCCCC3)c2)cc1 was read as PfG6PD inh -6, SENP6 inh -12, SENP8 block-1 -4, SENP1 inh -2, HKDC1 inh -5, SENP7 block -4, Apaf-1 inh -4 and SENP8 block-2 17.
Screening COC(=O)[C@H]1CN(C(=O)c2ccccc2)C(=O)N1 returned PfG6PD inh 3, SENP6 inh -3, SENP8 block-1 0, SENP1 inh 3, HKDC1 inh -4, SENP7 block 3, Apaf-1 inh -5 and SENP8 block-2 15.
`C[C@H](NC(N)=O)C(=O)Nc1ccc(N2CCOCC2)c(S(=O)(=O)Nc2ccc(Cl)cc2)c1` gave PfG6PD inh 76*, SENP6 inh -14, SENP8 block-1 -5, SENP1 inh -1, HKDC1 inh -13, SENP7 block 1, Apaf-1 inh -2 and SENP8 block-2 17.
For Cc1ccc(C(=O)C2=C(O)C(=O)N(c3ncccn3)C2c2ccccc2F)o1 (stereo unspecified) the results were PfG6PD inh -11, SENP6 inh 3, SENP8 block-1 10, SENP1 inh -10, HKDC1 inh 8, SENP7 block 5, Apaf-1 inh -3 and SENP8 block-2 -32.
Screening Clc1ncnc2scc(-c3ccccc3)c12 returned PfG6PD inh -2, SENP6 inh -4, SENP8 block-1 -2, SENP1 inh 0, HKDC1 inh -4, SENP7 block -1, Apaf-1 inh -7 and SENP8 block-2 3.
CC(=O)Nc1cccc(/C(C)=N/NC(=O)c2ccc(O)cc2)c1 was read as PfG6PD inh 14, SENP6 inh -2, SENP8 block-1 -4, SENP1 inh 2, HKDC1 inh 0, SENP7 block -7, Apaf-1 inh -3 and SENP8 block-2 9.
`CCn1c(CC(=O)Nc2ccc(C)cc2)nnc1SCC(=O)NCCc1ccccc1` gave PfG6PD inh -2, SENP6 inh -15, SENP8 block-1 -12, SENP1 inh 1, HKDC1 inh 4, SENP7 block -6, Apaf-1 inh 1 and SENP8 block-2 10.
For CCN(CC)S(=O)(=O)c1ccc(S(=O)(=O)N2CCN(CCC#N)CC2)cc1 the results were PfG6PD inh -3, SENP6 inh -16, SENP8 block-1 -6, SENP1 inh -1, HKDC1 inh -6, SENP7 block 13, Apaf-1 inh -4 and SENP8 block-2 18.
`COC(=O)CCC(=O)Nc1ccc(S(=O)(=O)N2CCc3ccccc32)cc1` gave PfG6PD inh 24, SENP6 inh 12, SENP8 block-1 1, SENP1 inh -1, HKDC1 inh -2, SENP7 block 9, Apaf-1 inh 7 and SENP8 block-2 5.
`COc1ccc(NC(=O)CN(C)C(=O)c2cn(-c3ccccc3)nc2-c2cccs2)cc1` gave PfG6PD inh 8, SENP6 inh -14, SENP8 block-1 -4, SENP1 inh 1, HKDC1 inh -1, SENP7 block -4, Apaf-1 inh 18 and SENP8 block-2 -4.
`Cc1nc(CS(=O)(=O)c2ccccn2)sc1C(=O)NNC(=O)c1ccc(Cl)cc1` gave PfG6PD inh -19, SENP6 inh 18, SENP8 block-1 4, SENP1 inh 2, HKDC1 inh 1, SENP7 block 3, Apaf-1 inh 2 and SENP8 block-2 17.
For COc1cccc(NC(=O)COC(=O)c2ccccc2F)c1 the results were PfG6PD inh 8, SENP6 inh -12, SENP8 block-1 -17, SENP1 inh 3, HKDC1 inh -9, SENP7 block -6, Apaf-1 inh -26 and SENP8 block-2 17.
Cc1ccc(Oc2nc(-c3ccccc3)ncc2S(C)(=O)=O)cc1 was read as PfG6PD inh -2, SENP6 inh -10, SENP8 block-1 -1, SENP1 inh 3, HKDC1 inh -9, SENP7 block 3, Apaf-1 inh 10 and SENP8 block-2 17.
Cc1ccc(N(Cc2ccc(C(=O)NCCSc3ccccn3)cc2)S(C)(=O)=O)cc1C was read as PfG6PD inh -23, SENP6 inh 14, SENP8 block-1 -3, SENP1 inh 3, HKDC1 inh -5, SENP7 block -2, Apaf-1 inh 10 and SENP8 block-2 18.
Screening O=c1[nH]c(-[n+]2ccccc2)c(/C=N/NC([S-])=Nc2ccccc2)s1 returned PfG6PD inh 28, SENP6 inh 9, SENP8 block-1 -11, SENP1 inh 33, HKDC1 inh 0, SENP7 block 1, Apaf-1 inh 4 and SENP8 block-2 22.
For CCN(CC(=O)N1CCCCCC1)S(=O)(=O)c1ccc(C)cc1 the results were PfG6PD inh 5, SENP6 inh -3, SENP8 block-1 -8, SENP1 inh -1, HKDC1 inh -6, SENP7 block -7, Apaf-1 inh -8 and SENP8 block-2 -4.
O=C(O)CNC(=O)C(c1ccccc1)c1ccccc1 was read as PfG6PD inh -1, SENP6 inh 5, SENP8 block-1 -1, SENP1 inh 1, HKDC1 inh -1, SENP7 block -1, Apaf-1 inh -27 and SENP8 block-2 17.
Cn1c(=O)n(CCO)c(=O)c2c1nc(Br)n2Cc1ccccc1 was read as PfG6PD inh 8, SENP6 inh 0, SENP8 block-1 4, SENP1 inh 0, HKDC1 inh -5, SENP7 block 2, Apaf-1 inh 2 and SENP8 block-2 4.
CSc1ccccc1OCc1cc(C(=O)N2CCCC(C)C2)no1 (stereo unspecified) was read as PfG6PD inh -4, SENP6 inh 34, SENP8 block-1 2, SENP1 inh 1, HKDC1 inh 5, SENP7 block -1, Apaf-1 inh 19 and SENP8 block-2 4.
`Cc1ccc(C2(c3noc(CN(C)Cc4cnn(C)c4)n3)CCCC2)cc1` gave PfG6PD inh -11, SENP6 inh -6, SENP8 block-1 -5, SENP1 inh -1, HKDC1 inh -6, SENP7 block 4, Apaf-1 inh 11 and SENP8 block-2 -4.
For Nc1nnc(SCc2cn3cc(Cl)ccc3n2)s1 the results were PfG6PD inh -6, SENP6 inh 1, SENP8 block-1 -1, SENP1 inh -1, HKDC1 inh -8, SENP7 block 3, Apaf-1 inh 1 and SENP8 block-2 4.
For Cn1cccc1C(=O)NC(=O)COC(=O)c1ccc(S(C)(=O)=O)c([N+](=O)[O-])c1 the results were PfG6PD inh 25, SENP6 inh -11, SENP8 block-1 -12, SENP1 inh -8, HKDC1 inh 10, SENP7 block -5, Apaf-1 inh 13 and SENP8 block-2 -30.
For O=C(Nc1ccc(Cl)cc1)C1CCCN(S(=O)(=O)c2cnc[nH]2)C1 (stereo unspecified) the results were PfG6PD inh 14, SENP6 inh 1, SENP8 block-1 -4, SENP1 inh 1, HKDC1 inh -2, SENP7 block -6, Apaf-1 inh 2 and SENP8 block-2 0.
O=C(c1ccccc1)N(C1=NCCCCS1)c1ccccc1 was read as PfG6PD inh -10, SENP6 inh 13, SENP8 block-1 2, SENP1 inh 2, HKDC1 inh -4, SENP7 block 4, Apaf-1 inh -2 and SENP8 block-2 12.
`COc1ccc(C(=O)NNC(=O)c2ccc(S(=O)(=O)N3CC(C)OC(C)C3)cc2)cc1` (stereo unspecified) gave PfG6PD inh -20, SENP6 inh 0, SENP8 block-1 -5, SENP1 inh 2, HKDC1 inh -8, SENP7 block -1, Apaf-1 inh 9 and SENP8 block-2 12.
For COc1nc(Nc2cccc(F)c2)nc(OC)n1 the results were PfG6PD inh -11, SENP6 inh 15, SENP8 block-1 6, SENP1 inh 2, HKDC1 inh -3, SENP7 block 4, Apaf-1 inh -6 and SENP8 block-2 2.
Screening COc1ccc(Br)cc1S(=O)(=O)N1CCCc2ccccc21 returned PfG6PD inh 35, SENP6 inh 2, SENP8 block-1 9, SENP1 inh 0, HKDC1 inh 0, SENP7 block -3, Apaf-1 inh 4 and SENP8 block-2 -4.
Screening Cn1nc(C(=O)NCc2ccco2)c2ccccc2c1=O returned PfG6PD inh -9, SENP6 inh -5, SENP8 block-1 -1, SENP1 inh 2, HKDC1 inh -13, SENP7 block 7, Apaf-1 inh -9 and SENP8 block-2 25.
For OCCC1CN(Cc2cc3c(cc2Cl)OCO3)CCN1Cc1ccccc1 (stereo unspecified) the results were PfG6PD inh 13, SENP6 inh 16, SENP8 block-1 -3, SENP1 inh 0, HKDC1 inh -8, SENP7 block 10, Apaf-1 inh 16 and SENP8 block-2 13.

Among those listed so far, two have a furan ring, fused or not:
For Cc1ccc(C(=O)C2=C(O)C(=O)N(c3ncccn3)C2c2ccccc2F)o1 (stereo unspecified) the results were PfG6PD inh -11, SENP6 inh 3, SENP8 block-1 10, SENP1 inh -10, HKDC1 inh 8, SENP7 block 5, Apaf-1 inh -3 and SENP8 block-2 -32.
Screening Cn1nc(C(=O)NCc2ccco2)c2ccccc2c1=O returned PfG6PD inh -9, SENP6 inh -5, SENP8 block-1 -1, SENP1 inh 2, HKDC1 inh -13, SENP7 block 7, Apaf-1 inh -9 and SENP8 block-2 25.
